Screens (PubChem)
TMEM16A act = activators or potentiators of mouse TMEM16A chloride channel; Q8BHY3; HEK293 TMEM16A/YFP-H148Q/I152L, iodide quench fluorescence; stronger effect = lower value; B-score at 10 µM; 340,000 tested, 0.3% active;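 active means fluorescence-ratio B-score plate-corrected deviation score at least 3 library SD below zero, with starting fluorescence score within 5 deviations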;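 further: channel opened by trigger with iodide after compound preincubation; score built on the fluorescence ratio of max minus min over baseline; more negative score means more quench and so TMEM16A activation or potentiation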
MrgX1 PAM = human MrgX1 positive allosteric modulation, primary screen; Q96LB2; MrgX1-HEK293, Fluo-4 calcium flux, FDSS; stronger effect = higher value; B-score at 10 µM; 310,000 tested, 0.63% active;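 active means plate-corrected calcium response at least 3 library SD above typical, normal starting fluorescence, not activating the receptor alone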;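 further: compound read alongside a low EC10 to EC30 dose of BAM8-22 agonist; peak minus trough fluorescence over baseline measured at the second addition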
MrgX1 antagonist = human MrgX1 receptor antagonism, primary screen; 310,000 tested, 1.3% active; Q96LB2; MRGX1-HEK293 calcium flux, Fluo-4, BAM8-22 antagonism; stronger effect = lower value; B-score at 10 µM;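 active means calcium-response B-score plate-corrected more than 3 library SD below zero, starting fluorescence within 5 deviations, no agonist response on first addition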;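 further: peak minus trough fluorescence over baseline after final BAM8-22 challenge near maximal dose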
TRPC4 potent = allosterically enhances the mouse TRPC4 cation channel; AID 2227; HEK293 TRPC4beta/mu-opioid, DAMGO EC20, Fluo-4 Ca2+ flux; stronger effect = higher value; 310,000 tested, 0.42% active; B-score at 10 µM; Q9QUQ5;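 active means B-score of calcium response area above 5 SD of library B-scores, with initial fluorescence ratio within 5 SD of library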;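 further: B-score of integrated fluorescence ratio over time as area under calcium response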
Target sequence (Q9QUQ5 whole entry, looked up): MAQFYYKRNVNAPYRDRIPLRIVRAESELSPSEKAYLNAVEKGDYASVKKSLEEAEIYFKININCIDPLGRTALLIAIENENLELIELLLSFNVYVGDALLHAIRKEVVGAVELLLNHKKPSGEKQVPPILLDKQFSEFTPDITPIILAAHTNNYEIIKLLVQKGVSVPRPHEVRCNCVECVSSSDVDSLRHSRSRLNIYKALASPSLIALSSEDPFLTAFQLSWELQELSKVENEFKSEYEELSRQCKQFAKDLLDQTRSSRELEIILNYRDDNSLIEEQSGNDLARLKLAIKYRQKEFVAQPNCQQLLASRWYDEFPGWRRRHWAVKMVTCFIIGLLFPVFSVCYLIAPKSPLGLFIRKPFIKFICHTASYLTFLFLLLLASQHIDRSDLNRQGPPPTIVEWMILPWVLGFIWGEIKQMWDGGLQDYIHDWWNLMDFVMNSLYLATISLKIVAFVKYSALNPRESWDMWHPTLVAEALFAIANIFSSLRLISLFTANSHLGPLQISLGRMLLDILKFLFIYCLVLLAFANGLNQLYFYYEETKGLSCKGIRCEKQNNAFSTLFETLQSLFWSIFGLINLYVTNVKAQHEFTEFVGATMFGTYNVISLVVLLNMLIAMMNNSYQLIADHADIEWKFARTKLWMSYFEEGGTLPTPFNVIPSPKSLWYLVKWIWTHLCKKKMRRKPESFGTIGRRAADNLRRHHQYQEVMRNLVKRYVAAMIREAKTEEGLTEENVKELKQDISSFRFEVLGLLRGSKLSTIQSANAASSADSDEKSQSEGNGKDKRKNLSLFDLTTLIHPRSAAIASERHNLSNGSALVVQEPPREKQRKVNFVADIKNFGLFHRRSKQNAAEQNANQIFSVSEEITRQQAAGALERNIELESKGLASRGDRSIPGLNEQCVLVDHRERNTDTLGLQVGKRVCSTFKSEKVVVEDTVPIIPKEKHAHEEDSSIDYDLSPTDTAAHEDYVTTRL
TRPC4 inh = inhibitors of mouse TRPC4 channel | Q9QUQ5 | HEK293 TRPC4beta/mu-opioid, DAMGO-evoked Fluo4 calcium flux; stronger effect = lower value | B-score at 10 µM | 300,000 tested, 0.39% active;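 active means B-score over 3 SD under the library average, no early fluorescence shift, positive overall ratio signal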
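Material: HEK293 cells with stable TRPC4beta plus mu-opioid receptor expression; probe or stimulus: DAMGO in two steps, submaximal then maximal; technique: Fluo4 calcium fluorescence by kinetic imaging, 5 s 1 Hz baseline; measure: integrated fluorescence ratio relative to baseline, converted to per-well B score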
SKKanGAS inh = blocks kanamycin growth of S. pyogenes SKKanGAS strain; BacTiter-Glo, 6 h; inhibition, % at 7.5 µM; 300,000 tested, 1.3% active;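 active means mean replicate score, as percent of positive control median, at least 50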;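 further: strain carries kanamycin resistance gene driven by streptokinase promoter and grows in 40 µg/ml kanamycin; loss of luminescence reflects streptokinase promoter inhibition or plain growth inhibition; 0% = median of DMSO wells and 100% = positive control at its reference dose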
TRPC6 activator = activators of mouse TRPC6 channel | Q61143 | HEK293-TRPC6 membrane potential dye fluorescence; stronger effect = higher value | B-score at 10 µM | 310,000 tested, 0.13% active | AID 2550;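 active means B-score of the integrated fluorescence ratio above library mean plus 3 SD, and starting fluorescence ratio within library mean plus 5 SD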;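 further: higher score means more depolarization so channel activation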
TRPC6 inhibitor = inhibitors of mouse TRPC6 channel; Q61143; HEK293-TRPC6, membrane potential dye, ACh-evoked depolarization; stronger effect = lower value; 310,000 tested, 1.1% active; B-score at 10 µM; AID 2553;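 active means B-score under library mean minus 3 SD, initial fluorescence not abnormally high, positive integrated signal ratio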;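 further: B-score derived from integrated fluorescence ratio over the kinetic read; more negative B-score means stronger inhibition of depolarization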
TRPC4 act = opens the mouse TRPC4 cation channel; B-score at 10 µM; 310,000 tested, 0.49% active; Q9QUQ5; HEK293 TRPC4beta/mu-opioid, Fluo4 calcium fluorescence; stronger effect = higher value; AID 2237;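 active means B-score above 5 SD of library B-scores, and initial fluorescence ratio not above library mean plus 5 SD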;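 further: positive B-score marks a calcium rise read as TRPC4 activation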
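Material: HEK293 stable line with TRPC4beta plus mu-opioid receptor; technique: Fluo4 calcium-sensitive dye fluorescence, kinetic, 1 Hz baseline; timing: Fluo4 dye loading 45 min at room temperature, 110 s recording; controls: assay buffer as low control, maximal DAMGO as high control; read-out: integrated baseline-normalised fluorescence ratio, converted to per-well B score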
MrgX1 agonist = human MrgX1 receptor agonism, primary screen | Q96LB2 | MrgX1-HEK293 cells, Fluo-4 calcium fluorescence, agonist mode; stronger effect = higher value | B-score at 10 µM | 310,000 tested, 0.44% active | AID 588627;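 active means calcium response B-score plate-corrected fluorescence ratio at least 3 library SD, with starting fluorescence B-score inside 5 SD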
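System – MrgX1-expressing HEK293 cells · Incubation – cells plated overnight, dye loaded 0.5 h 37 °C, 0.5 h room temperature · Technique – kinetic Fluo-4 NW fluorescence of intracellular calcium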
TMEM16A inh = inhibitors of mouse TMEM16A calcium-activated chloride channel; HEK293 TMEM16A/YFP iodide influx fluorescence, ionomycin; normalized B-score (activity score, 25-100; higher = stronger inhibition) at 10 µM; 310,000 tested, 1.2% active;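 active means ratio plate-corrected score three or more library SD toward inhibition, starting fluorescence score within five deviations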;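 further: score derived from kinetic fluorescence span divided by baseline fluorescence per well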
* hit, by the source's call; i = inactive; . = not tested or not shown.

SMILES	TMEM16A act	MrgX1 PAM	MrgX1 antagonist	TRPC4 potent	TRPC4 inh	SKKanGAS inh	TRPC6 activator	TRPC6 inhibitor	TRPC4 act	MrgX1 agonist	TMEM16A inh
N/C(CSc1ncccc1C(F)(F)F)=N\O	i	i	i	i	i	-5	i	i	i	i	i
COc1ccc(CCn2c(=N)c(C(=O)NCc3ccco3)cc3c(=O)n4cccc(C)c4nc32)cc1	i	i	i	i	i	-2	i	i	i	i	i
COC(=O)c1ccc(NC(=O)COC(=O)c2cccc3c(=O)c(C)c(-c4ccccc4)oc23)cc1	i	i	i	i	i	-3	i	i	i	i	i
O=C(O)c1ccc(N/N=C/c2ccc(C(F)(F)F)cc2)cc1	i	i	i	i	-5*	15	i	i	i	i	i
O=C(COc1ccccc1Cl)N(Cc1ccco1)C1CCS(=O)(=O)C1 (centres undefined)	i	i	i	i	i	13	i	i	i	i	i
O=C(CSc1nnc(-c2ccccc2)c(-c2ccccc2)n1)N1CCOCC1	i	i	i	i	i	4	i	i	i	i	i
COc1ccc2cc3cc(C(=O)N4CCCC(C)C4)oc3nc2c1 (centres undefined)	i	i	i	i	i	-6	i	i	i	i	i
Cc1ccc(SC(CC(=O)c2ccc(C)cc2)C(=O)O)cc1 (centres undefined)	i	i	i	i	i	6	i	i	i	i	i
CCOc1ccc(C(=O)Nc2ccc(NC(=O)c3ccco3)c(Cl)c2)cc1Cl	i	i	i	i	i	-2	i	i	i	i	i
O=S(=O)(Nc1ccc2c(c1)OCO2)c1ccccc1	i	i	i	i	i	5	i	i	i	i	i
O=C(Nc1ccc(F)cc1)NC1CCN(Cc2nnnn2Cc2ccco2)CC1	i	i	i	i	i	-10	i	i	i	i	i
Cc1cc(C(=O)Nc2ccc(N3CCCC3)c(Cl)c2)ccc1[N+](=O)[O-]	i	i	i	i	i	-8	i	i	i	i	i
O=C(c1ccccc1)c1ccc(C(=O)N2CCN(c3ccccc3)CC2)cc1	i	i	i	i	i	-15	i	i	i	i	i
COc1cnc(-c2ccccn2)nc1Sc1ccccc1Cl	i	i	i	i	i	-5	i	i	i	i	i
N#Cc1ccc(/C=C2\CCCCn3c2nc2cc(C(=O)O)ccc2c3=O)cc1	i	i	i	i	i	14	i	i	i	i	i
O=S1(=O)C=C(SCCN2CCCC2)c2ccccc21	i	i	i	i	i	-5	i	i	i	i	i
COc1ccc2oc(=O)c(C(=O)Nc3ccccc3O)cc2c1	i	i	i	i	i	9	i	i	i	i	i
C/C(=N\Nc1nccnc1Cl)c1ccc(O)c(C)c1	i	i	i	i	i	-2	i	i	i	i	i
Cc1nnc(NC(=O)c2ccc(S(=O)(=O)N3CC(C)OC(C)C3)cc2)o1 (centres undefined)	i	i	i	i	i	1	i	i	i	i	i
CCN(CC)CCN1C(=O)C(=O)/C(=C(/O)c2cnn(-c3ccccc3)c2C)C1c1ccc(C)o1 (centres undefined)	i	i	i	i	i	2	i	i	i	i	i
O=C(NCC(=O)N(c1ccccc1)C(C(=O)NCC1CCCO1)c1ccccc1)c1cccs1 (centres undefined)	i	i	i	i	i	-1	i	i	i	i	i
Cc1c(S(=O)(=O)N2CCN(c3ccc(F)cc3)CC2)c(=O)n(C)c(=O)n1C	i	i	i	i	i	-3	i	i	i	i	i
C/C(=N\N1CCN(Cc2ccccc2Cl)CC1)c1ccc(F)cc1	i	i	i	i	i	-4	i	i	i	i	i
CCc1c(C)[nH]n(-c2nc(-c3cccc([N+](=O)[O-])c3)cs2)c1=O	i	i	i	i	i	6	i	i	i	i	i
CCN1CCN(Cc2ccc(NC(=O)c3ccc(C)c(/C=C/c4cnc(Nc5cc(N6CCNCC6)nc(C)n5)cn4)c3)cc2C(F)(F)F)CC1	i	i	i	i	i	61*	i	i	i	27*	i
Cn1c(SCC(=O)N2c3ccccc3CCc3ccccc32)nnc1-c1cc2ccccc2cc1O	i	i	i	i	i	16	i	i	i	i	i
O=C(NC(NC(=O)c1ccccc1)c1ccccc1)c1ccccc1	i	i	i	i	i	-7	i	i	i	i	i
C=CCNC(=O)CN(c1ccc(F)c(Cl)c1)S(C)(=O)=O	i	i	i	i	i	-11	i	i	i	i	i
CCCN1C2CCCC1CC(NC(=O)c1cc(OC)cc(OC)c1)C2 (centres undefined)	i	i	i	i	i	-2	i	i	i	i	i
CC(C)NC(=O)c1onc(CSc2cccc(F)c2)c1C(=O)O	i	i	i	i	i	9	i	i	i	i	i
O=c1c2cc([N+](=O)[O-])ccc2nc(CN2CCN(c3ccccn3)CC2)n1-c1ccccc1F	i	i	i	i	i	6	i	i	i	i	i
Cc1cc(C)c(NC(=O)c2ccccc2C(=O)c2ccccc2)c(C)c1	i	i	i	i	i	-2	i	i	i	i	i
COc1cc(/C=C2\SC(=S)N(CCC(=O)Nc3ccc(O)cc3)C2=O)cc(OC)c1OC	i	i	i	i	i	9	i	i	i	i	i
CCOc1ccccc1-c1cc(C(=O)N/N=C/c2ccc(O)c(OC)c2)c2ccccc2n1	i	i	i	i	i	17	i	i	i	i	i
Cc1cccc(CN2CCC(C(=O)Nc3cccc(-c4cscn4)c3)CC2)n1	i	i	i	i	i	-2	i	i	i	i	i
COc1cc(CN2CCCC(C(=O)Nc3ccccc3Oc3cccnc3)C2)ccc1F (centres undefined)	i	i	i	i	i	-10	i	i	i	i	i
O=C(/C=C\Nc1ccccc1Br)c1ccc2c(c1)OCO2	i	i	i	i	i	-12	i	i	i	i	i
O=C(C1CC1)N1CCN=C1SCc1ccccc1Cl	i	i	i	i	i	8	i	i	i	i	i
COc1ccccc1C(=O)NCC(c1cccnc1)N(C)C (centres undefined)	i	i	i	i	i	-2	i	i	i	i	i
CCOc1cc2[nH]c(=O)n(Cc3ccc(C(=O)NCCCN4CCCC4=O)cc3)c(=O)c2cc1OCC	i	i	i	i	i	-4	i	i	i	i	i
Cc1cccc(NC(=O)N2CCC(n3nnc4cc(C)ccc43)CC2)c1	i	i	i	i	i	-11	i	i	i	i	i
COc1ccc(-c2c(C)nn(Cc3ccccc3)c2N)cc1	i	i	i	i	i	10	i	i	i	i	i
NS(=O)(=O)c1ccc(NC(=S)NC(=O)c2ccc3c(c2)OCO3)cc1	i	i	i	i	i	-2	i	i	i	i	i
Cc1cccc(C)c1N1C(=O)C2ON(c3ccccc3)C(c3ccncc3)C2C1=O (centres undefined)	i	i	i	i	i	6	i	i	i	i	i
COc1cccc(CC(=O)N[C@@H](CCSC)c2nc3ccccc3[nH]2)c1	i	i	i	i	i	-4	i	i	i	i	i
CC(=O)N1CCN(CC(=O)Nc2cc(S(=O)(=O)N3CCOCC3)ccc2C)CC1	i	i	i	i	i	-5	i	i	i	i	i
CCN(CC)S(=O)(=O)c1ccc(N2CCN(C)CC2)c(NC(=O)CSCC(=O)Nc2cccc(C)c2)c1	i	i	i	i	i	-3	i	i	i	i	i
COc1ccc(OC)c(C(O)c2coc3ccc(O)c(CN(C)C)c23)c1 (centres undefined)	i	i	i	i	i	3	i	i	i	i	i
COc1ccc(C(=O)NC(=S)N2CCNC(=O)C2CC(=O)OC(C)C)cc1 (centres undefined)	i	i	i	i	i	4	i	i	i	i	i
CCCC(=Nc1ccccc1)C1=C(O)C(C(=O)OC)C(C)(C)CC1=O (centres undefined)	i	i	i	i	i	2	i	i	i	i	i
CCOC(=O)C1CCN(C(=S)Nc2ccc(C)cc2)CC1	i	i	i	i	i	-9	i	i	i	i	i
O=C(Nc1c[nH]c(=O)[nH]c1=O)c1ccc([N+](=O)[O-])cc1	i	i	i	i	i	-1	i	i	i	i	i
O=C(Cc1c(O)c2ccccc2[nH]c1=O)N(Cc1ccccc1)Cc1ccccc1	i	i	i	i	i	-6	i	i	i	i	i
OCC[C@H]1C[C@H](O)[C@@H](O)[C@]2(CCCc3ccccc3O2)O1	i	i	i	.	.	.	.	.	.	i	i
CCOC(=O)N1CCN(C(=O)CCC(=O)N2CCOc3ccc(C)cc32)CC1	i	i	i	i	.	-3	i	i	i	i	i
COc1cc(C(=O)N2CCC(NC(=O)C(Cc3ccccc3)NC(C)=O)CC2)cc(OC)c1OC (centres undefined)	i	i	i	i	i	-8	i	i	i	i	i
COc1ccc(NS(=O)(=O)c2cc(NC(=O)CC3CCCC3)ccc2N2CCOCC2)cc1	i	i	i	i	i	-1	i	i	i	i	i
O=C(NC1CCS(=O)(=O)C1)c1cccc(S(=O)(=O)N2CCCCCC2)c1 (centres undefined)	i	i	i	i	i	-2	i	i	i	i	i
CCOC(=O)N1c2ccccc2C=CC1OCC (centres undefined)	.	i	i	i	i	-1	i	i	i	i	i
COc1ccc(C)cc1NC(=O)C1CCN(C(=O)C2CC(=O)N(c3ccc(C)cc3)C2)CC1 (centres undefined)	i	i	i	i	i	9	i	i	i	i	i

(cont.)
SMILES	TMEM16A act	MrgX1 PAM	MrgX1 antagonist	TRPC4 potent	TRPC4 inh	SKKanGAS inh	TRPC6 activator	TRPC6 inhibitor	TRPC4 act	MrgX1 agonist	TMEM16A inh
Cc1c(NC(=O)c2ccc(N3C(=O)C4C5C=CC(C5)C4C3=O)cc2)c(=O)n(-c2ccccc2)n1C (centres undefined)	i	i	i	i	i	9	i	i	i	i	i
COc1cc(/C=C2\C(=O)N(c3ccccc3)N=C2C)ccc1Oc1ccc([N+](=O)[O-])cc1[N+](=O)[O-]	i	i	i	.	.	.	.	.	.	i	i
COc1ccccc1OCC(=O)Nc1cccc(S(=O)(=O)NC2=NCCCCC2)c1	i	i	i	i	i	9	i	i	i	i	i
C[C@@H]1CC=C[C@H]2[C@H]1C(=O)N(Cc1ccccc1)[C@H]2c1ccc(C(F)(F)F)cc1	i	i	i	i	i	36	i	i	i	i	100*
